From PubChem
CHT PAM – allosterically activates the human high affinity choline transporter. 310,000 compounds, 0.49% hits. CHT-expressing cells, membrane potential dye, choline EC20; stronger effect = higher value; LV-AA mutant CHT in HEK293 cells. B-score at 10 µM. Q9GZV3;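 active means initial fluorescence not abnormally high and integrated response B-score, plate-corrected, over 3 SD above library mean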
Target sequence (Q9GZV3 whole entry, looked up): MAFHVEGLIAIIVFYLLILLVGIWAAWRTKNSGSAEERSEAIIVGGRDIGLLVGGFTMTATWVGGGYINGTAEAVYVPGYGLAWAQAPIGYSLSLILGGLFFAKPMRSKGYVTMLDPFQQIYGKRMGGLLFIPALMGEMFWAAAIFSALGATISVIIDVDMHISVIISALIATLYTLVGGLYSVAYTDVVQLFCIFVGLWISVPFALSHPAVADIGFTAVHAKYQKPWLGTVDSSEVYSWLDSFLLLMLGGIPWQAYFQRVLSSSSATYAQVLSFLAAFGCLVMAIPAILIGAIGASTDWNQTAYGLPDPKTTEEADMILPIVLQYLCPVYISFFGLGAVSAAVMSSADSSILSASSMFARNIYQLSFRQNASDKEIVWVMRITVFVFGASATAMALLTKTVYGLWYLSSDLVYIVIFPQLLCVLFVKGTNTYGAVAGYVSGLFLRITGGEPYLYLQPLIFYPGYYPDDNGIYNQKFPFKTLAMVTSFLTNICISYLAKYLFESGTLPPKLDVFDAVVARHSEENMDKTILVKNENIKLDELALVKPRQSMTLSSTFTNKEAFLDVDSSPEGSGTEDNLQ
CHT inh – inhibitors of human choline transporter CHT; CHT-expressing cells, membrane potential dye, choline response; stronger effect = lower value; 310,000 compounds, 0.86% hits; Q9GZV3; B-score at 10 µM;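 active means B-score over 3 SD under the library average, and starting fluorescence ratio not unusually high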;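 further: choline stimulus applied at its EC90 after an EC20 pre-addition; B-score computed on integrated fluorescence ratio after choline addition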
The depositor's hits bear a star; i = inactive. Compounds as they come; overall some 1.5% were active at least once.

smiles,CHT PAM,CHT inh
CCC(C)N(C(=O)COc1ccc(-c2nnco2)cc1)C1CCS(=O)(=O)C1 (centres undefined),i,i
C=CCNC(=O)CNS(=O)(=O)c1ccc(F)cc1,i,i
COc1ccccc1/C=C/CN1CCC(Oc2ccc(C(=O)N3CCCC3)cc2)CC1,i,i
C/C(=N\NC(=O)c1c(Cl)cnn1C)c1cccc(NC(=O)C(C)C)c1,i,i
COc1ccc(C(=O)C2CCCN(C(=O)c3ccnn3C)C2)c(C)c1 (centres undefined),i,i
COC(=O)Nc1[nH]ncc1[N+](=O)[O-],i,i
O=c1[nH]c(SCc2ccccc2Cl)nc2c1CCC2,i,i
O=C(Nc1ccccc1OC(F)F)c1ccccc1,i,i

Next part
smiles,CHT PAM,CHT inh
O=C(O)[C@@H]1CCCN1C(=O)CCc1c[nH]c2ccccc12,i,i
CCc1cccc(N=c2c([N+](=O)[O-])nn(-c3ccc(Cl)cc3)n2O)c1,i,i
COc1ccccc1NC(=O)NNC(=O)COc1ccc2ccccc2c1,i,i
NC(=O)c1ccc2nc(-c3ccccc3)c(-c3ccccc3)nc2c1,i,i
N#Cc1ccc(NC(=O)CN2C(=O)NC(Cc3ccccc3)C2=O)cc1 (centres undefined),i,i
CN(C)/C=C/C(=O)c1ccc([N+](=O)[O-])c(CS(=O)(=O)c2ccc(Cl)cc2)c1,i,i
COc1ccccc1Nc1nc(N)nc(CSc2nccn2C)n1,i,i
COc1cc(SC)ccc1C(=O)OCC(=O)NCC(C)C,i,i

Next section.
smiles,CHT PAM,CHT inh
O=C(CCn1c(=O)[nH]c2ccccc2c1=O)Nc1ccccc1,i,i
Cc1[nH]n(C(N)=S)c(=O)c1N=Nc1ccc(S(=O)(=O)N2CCCCCC2)cc1,i,i
COc1cc(NC(=O)COc2ccc(C)c(C)c2)ccc1NC(=O)c1ccco1,i,i
COc1ccccc1NS(=O)(=O)c1cc(NC(=O)CCC2CCCC2)ccc1N1CCOCC1,i,i
C=C(C)CN(Cc1ccccc1)C(=S)Nc1ccccc1,i,i
COc1ccc2nc3cc(Cl)ccc3c(C#N)c2c1,i,i
CNC(=O)c1c(NC(=O)c2ccc(S(=O)(=O)N3CCCCC3)cc2)sc2c1CCN(C(C)C)C2,i,i
O=C(c1ccccc1)c1ncc(C(F)(F)F)cc1Cl,i,i

(listing goes on)
smiles,CHT PAM,CHT inh
COC(=O)CN1C(=O)N/C(=C/c2ccccc2OC)C1=O,i,i
c1ccc(CCC2CCCCN2Cc2nc(C3CC3)no2)cc1 (centres undefined),i,i
Cc1sc2ncnc(NC3CCN(Cc4ccccc4)CC3)c2c1C,i,i
CCn1c(CS(=O)Cc2ccc(Cl)cc2Cl)nnc1SCc1c(Cl)cccc1Cl (centres undefined),i,i
CCc1nnc(N/N=C/c2cc(C)c(C)cc2C)n1N,i,i
COc1ccnc(Nc2cccc(C)c2)c1C#N,i,i
O=C(c1ccco1)n1nc(-c2ccccc2)nc1SCc1ccccc1,i,i
O=C(CCN1C(=O)COc2ccccc21)NCCN1CCOCC1,i,i

(continued)
smiles,CHT PAM,CHT inh
CCOC(=O)C(NC=O)(NC(C)(C)C)C(=O)OCC,i,i
CCCCNCCOCCOc1ccc(F)cc1,i,i
C=CCn1c(SCC(=O)NC2CCS(=O)(=O)C2)nc2scc(C3CC3)c2c1=O (centres undefined),i,i
CNCCCCOc1ccc(C(C)(C)C)cc1Cl,i,i
COc1ccccc1NC(=O)CN(Cc1ccco1)C(=O)c1cc2ccccc2o1,i,i
O=C(CCN1CCCO1)NC1CCCc2c1cnn2-c1ccccc1F (centres undefined),i,i
CC1=C(C(=O)OCc2ccccc2)C(c2ccc(Cl)cc2Cl)NC(=O)N1CCCCCC(=O)O (centres undefined),i,i
CCOC(=O)C1=C(CS(=O)(=O)c2ccccc2)NC(=O)NC1c1cccc(OC)c1 (centres undefined),i,i

(listing goes on)
smiles,CHT PAM,CHT inh
OCCn1c(SC2CCCCC2)nc2ccccc21,i,i
CCN(CC)c1ccc(NC(=O)c2cc(Cl)ccc2OC)cc1,i,i
CC1C(=O)C(C)(C)C(=O)OC1c1ccccc1 (centres undefined),i,i
C[C@@]12CC(=O)NC1N(C(=O)c1ccccc1)C(c1ccccc1OC(=O)c1ccccc1)C2 (some centres undefined),i,i
O=C(c1ccccc1)C1CCc2occc2C1=O (centres undefined),i,i
COc1cccc(CN2CC(C(=O)N3CCCO3)CCC2=O)c1 (centres undefined),i,i
Nc1ccc(-c2nc3ccc(-c4nc5ccccc5o4)cc3[nH]2)cc1,i,i
COc1ccc(C2NC(=O)NC(C)=C2C(=O)OC2CCCCC2)cc1OC (centres undefined),i,i

Reprinted from the part before: two entries, followed by the next part.
smiles,CHT PAM,CHT inh
Nc1ccc(-c2nc3ccc(-c4nc5ccccc5o4)cc3[nH]2)cc1,i,i
COc1ccc(C2NC(=O)NC(C)=C2C(=O)OC2CCCCC2)cc1OC (centres undefined),i,i
CN1CC(=O)N(CC(=O)NCc2ccc3c(c2)OCO3)C1=O,i,i
Clc1cc2cccnc2c2ccccc12,i,i
Cc1ccc2[nH]c(=O)c3cc(C(=O)N(C)c4ccc(C)c(C)c4)sc3c2c1,i,i
Cc1ccc(Cn2cc(C(=O)c3ccc(F)cc3)c(=O)c3cc4c(cc32)OCCO4)cc1,i,i
CCN1C(=O)C(O)(CC(=O)c2c(C)coc2C)c2ccccc21 (centres undefined),i,i
N#Cc1nnn2c1nc(N)c1c(F)cccc12,i,i
O=C(Nc1nc2c(s1)CCc1ccccc1-2)c1cccs1,i,i
O=C(COC(=O)CSc1ccc([N+](=O)[O-])cc1)NCCc1ccccc1,i,i

Later entries:
smiles,CHT PAM,CHT inh
CCOc1ccc2cc(S(=O)(=O)N3CCCCC3)ccc2c1,i,i
CCOC(=O)N1CCN(C(=O)C2CCCN(S(=O)(=O)c3ccc(C)cc3)C2)CC1 (centres undefined),i,i
CC(=O)CCc1oc2ccc(NC(C)=O)cc2c1-c1ccc(C)o1,i,i
CCCNC(=O)NC1CCCc2ccccc21 (centres undefined),i,i
O=C(CN1CCN(CC(=O)Nc2ccccc2Cl)CC1)Nc1ccc2c(c1)OCCO2,i,i
Cc1ccc(C(=O)OCc2nnc(-c3ccccc3)o2)cc1S(=O)(=O)N1CCOCC1,i,i
CCc1ccc(NC(=O)CSC2=C(C#N)C(c3ccc4c(c3)OCO4)CC(=O)N2)cc1 (centres undefined),i,i
CCOC(=O)c1c(C)[nH]c(C(=O)CN2C(=O)NC(CC)(c3ccccc3)C2=O)c1C (centres undefined),i,i

Continuation.
smiles,CHT PAM,CHT inh
CCC(C(=O)NC1CCCCC1)N(C(=O)c1snc(C(N)=O)c1N)c1ccc(OC)cc1OC (centres undefined),i,i
O=[N+]([O-])c1ccc(-c2csc(Nc3ccccc3)[n+]2Cc2ccccc2)cc1,i,i
CCOC(=O)c1cc(S(=O)(=O)N2CCN(C(=O)OCC)CC2)cn1C,i,i
Cc1cccc(C(=O)N[C@H](C(=O)Nc2cccc(S(=O)(=O)N3CCCC3)c2)C(C)C)c1,i,i
COc1ccc(C(=O)COC(=O)Cc2n[nH]c(=O)c3ccccc23)c(OC)c1,i,i
COc1ccc(CN(CCN(C)C)Cc2ccccc2)c(OC)c1,i,i
O=C(CSS(=O)(=O)O)N1CCN(C(=O)c2ccoc2)CC1,i,i
O=C(Cc1ccc(F)cc1)Nc1nnc(SCC(=O)NC2CCCC2)s1,i,i

(more compounds)
smiles,CHT PAM,CHT inh
CCOC(=O)CN1C(=O)S/C(=C/C=C/c2ccc(N(C)C)cc2)C1=O,i,i
Cc1ccc(C23CC4CC(CC(C(=O)NCC(=O)O)(C4)C2)C3)cc1,i,i
Cc1cc(C)c(C#N)c(N2CCCC2)n1,i,i
COc1ccccc1CN1C(=O)CN(C2CCCCCC2)C(=O)C1c1ccc(F)cc1 (centres undefined),i,i
CSc1nsc(SC)c1NC(=O)Nc1ccccn1,i,i
COc1ccc(NC(=O)CC2C(=O)N(c3ccccc3)C(=O)N2CCc2cccs2)cc1 (centres undefined),i,i
CCOC(=O)C1CCCN(C(=O)c2ccc(NC(=O)CC3SC(N4CCCC4)=NC3=O)cc2)C1 (centres undefined),i,i
Cn1c(=O)c2c(nc3n2CC(COc2ccc(Cl)cc2)O3)n(C)c1=O (centres undefined),i,i

New compounds follow.
smiles,CHT PAM,CHT inh
FC(F)(F)c1cc(CCN2CCNC[C@H]2Cc2cccc3ccccc23)cc(C(F)(F)F)c1,i,i
C/C(=C(/CCO)SSCC1CCCO1)N(C=O)Cc1cnc(C)nc1N (centres undefined),i,i
CCc1nccn1CCC(=O)N1CCc2c([nH]c3ccccc23)C1CC(C)C (centres undefined),i,i
C=C(C)C1Cc2c(C)nn(-c3ccccc3)c2C1 (centres undefined),i,i
C=CCN(Cc1nc(-c2cc(OC)c3c(c2)OCO3)oc1C)C1CCS(=O)(=O)C1 (centres undefined),i,i
CCOC(=O)C1=NN(C(=O)c2ccc(OC)cc2)C(O)(c2ccc(Cl)cc2)C1 (centres undefined),i,i
CCOC(=O)c1cc(C(C)C)sc1NC(=O)COC(=O)c1nccnc1N,i,i
C/C(=N\Nc1ccc(F)cc1F)c1ccc(F)cc1,i,i

Continuation:
smiles,CHT PAM,CHT inh
CN1c2ccccc2C(C)(C)C12CC(c1cccc(S(=O)(=O)N3CCCC3)c1)=NO2 (centres undefined),i,i
CCN1CCc2c(sc(N)c2C#N)C1,i,i
CCn1c(/C=C/c2ccccc2)nc2ccccc21,i,i
O=C(C1CCCO1)N1CCN(C(=S)Nc2ccc(F)cc2)CC1 (centres undefined),i,i
N#CC1(NC(=O)CSc2nc3ncc(Cl)cc3[nH]2)CCCCC1,i,i
CCN(CC)S(=O)(=O)c1ccc(NS(=O)(=O)c2ccc(OC)c([N+](=O)[O-])c2)cc1,i,i
COC(=O)C1C(=O)C2=C(CC1C)NC(C)=C(C(=O)OC1CCCC1)C2c1ccc(N(C)C)cc1 (centres undefined),i,i
Cc1cccc(NC(=S)NC(=O)C(c2ccccc2)c2ccccc2)n1,i,i

(list continues)
smiles,CHT PAM,CHT inh
COCCN(C(=S)Nc1cccc(C)c1)C(C)c1cccs1 (centres undefined),i,i
CCOC(=O)c1ccc(Oc2cc(C)nc(Cl)n2)cc1,i,i
Cn1c(NC(=O)/C=C/c2ccccc2)cc(=O)n(C)c1=O,i,i
Cc1sc2ncnc(N3CCC(C(=O)Nc4nnc(SCc5ccccc5F)s4)CC3)c2c1C,i,i
O=C(Cc1sc(-c2ccccc2Cl)nc1-c1ccccc1)Nc1ccccc1,i,i
Cc1ccc(COc2ccc(C(=O)NN)cc2)cc1,i,i
C=CCn1c(SCC(=O)Nc2cccnc2Cl)nnc1-c1ccc(C(C)(C)C)cc1,i,i
Cc1c(NC(=O)c2cc(-c3ccco3)on2)c(=O)n(-c2ccccc2)n1C,i,i

(continued)
smiles,CHT PAM,CHT inh
C/C(Cn1cnc([N+](=O)[O-])n1)=N/NC(=O)COc1c(Cl)cc(Cl)cc1Cl,i,i
CCCCOc1ccc(C(=O)NCC2(c3ccccc3)CCOCC2)cc1,i,i
O=C(c1cc(=O)[nH]c2ccccc12)N(Cc1nnc(-c2ccccc2Cl)o1)C1CC1,i,i
O=C(CCn1c(=S)[nH]c2ccccc2c1=O)NCCCN1CCCC1=O,i,i
N#Cc1nc(COc2ccc(F)cc2)oc1N1CCN(Cc2ccccc2)CC1,7.7*,i
COCCn1c(SC(C)C(=O)NCC2CCCO2)nc2scc(-c3ccc(F)cc3)c2c1=O (centres undefined),i,i
CN(C1CCCC1)C1CCN(C(=O)CNC(=O)/C=C/c2ccccc2)CC1,i,i
Cc1ccc2nsnc2c1NC(=O)c1cncc(Br)c1,i,i

The listing continues.
smiles,CHT PAM,CHT inh
CCn1c(C)nnc1SCC(=O)NC1CCCCCC1,i,i
COc1ccc(-c2nc(N)ncc2-c2ccc(OC)c(OC)c2)c(O)c1,i,i
COC(=O)Cc1[nH]c(Cl)nc1C(N)=O,i,i
C/C(=N\NC(=O)Cn1c(-c2ccccn2)nc2ccccc21)c1cccc(O)c1,i,i
O=C(CN1C(=O)c2ccccc2C1=O)Nc1sc2c(c1C(=O)NCc1ccco1)CCCC2,i,i
CC(C)(C)c1nc(C(C)(C)C)c(Br)c(=O)[nH]1,i,i
CC1CN/C(=C\C(=O)c2ccc(Cl)cc2)C(=O)N1 (centres undefined),i,i
Cc1ccc(S(=O)(=O)N2CCOCC2)cc1C(=O)OC(C)C(=O)c1ccccc1 (centres undefined),i,i

Next part:
smiles,CHT PAM,CHT inh
O=C(CC1NCCNC1=O)Nc1ccc2c(c1)OCO2 (centres undefined),i,i
O=C(NC1CCCCC1)c1ccccc1NC(=O)C1CC(=O)N(c2ccc(Cl)cc2)C1 (centres undefined),i,i
COc1ccc(C(=O)Nc2ccncc2)c(OC)c1,6.6*,i
COc1ccccc1C/C(N)=N/OC(=O)c1cccs1,i,i

By substructure: the entries above with a furan ring, fused or not.
smiles,CHT PAM,CHT inh
COc1cc(NC(=O)COc2ccc(C)c(C)c2)ccc1NC(=O)c1ccco1,i,i
O=C(c1ccco1)n1nc(-c2ccccc2)nc1SCc1ccccc1,i,i
COc1ccccc1NC(=O)CN(Cc1ccco1)C(=O)c1cc2ccccc2o1,i,i
O=C(c1ccccc1)C1CCc2occc2C1=O (centres undefined),i,i
CCN1C(=O)C(O)(CC(=O)c2c(C)coc2C)c2ccccc21 (centres undefined),i,i
CC(=O)CCc1oc2ccc(NC(C)=O)cc2c1-c1ccc(C)o1,i,i
O=C(CSS(=O)(=O)O)N1CCN(C(=O)c2ccoc2)CC1,i,i
Cc1c(NC(=O)c2cc(-c3ccco3)on2)c(=O)n(-c2ccccc2)n1C,i,i
O=C(CN1C(=O)c2ccccc2C1=O)Nc1sc2c(c1C(=O)NCc1ccco1)CCCC2,i,i
